GC-A act: GC-A (human) enzyme activation; HEK293 GC-A cells, cGMP TR-FRET, EC30 ANP; 0% at EC30 ANP, 100% saturating ANP; activation, % at 10 µM; 0.14% of 370,000 active; in the data active means activation above about 40%
DAX1 inh-1: inhibitors of human orphan nuclear receptor DAX1 (NR0B1); inhibition, % at 6.75 µM; AID 504766; 0.99% of 340,000 active; HEK293 Gal4-DAX1 luciferase reporter, luminescence;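 active means inhibition above the mean over all tested compounds plus 3 SD, cut at about 4.2% in these data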;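 further: 0% = DAX1-transfected cells with DMSO and 100% = empty-vector control cells with DMSO; inhibition shows as a rise in luminescence from relieved DAX1 repression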
Target sequence (P51843 207-470 limits assumed): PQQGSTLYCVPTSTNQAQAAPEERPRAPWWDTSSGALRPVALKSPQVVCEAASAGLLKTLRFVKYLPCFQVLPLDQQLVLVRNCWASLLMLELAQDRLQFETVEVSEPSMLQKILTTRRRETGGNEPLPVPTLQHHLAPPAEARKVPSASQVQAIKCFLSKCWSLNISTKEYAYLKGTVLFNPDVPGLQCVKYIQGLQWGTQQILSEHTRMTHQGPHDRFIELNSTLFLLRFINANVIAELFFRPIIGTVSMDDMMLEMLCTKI
SMARCA2 act: increases SMARCA2 function in MMTV reporter cells. MG213 cells, MMTV-luciferase reporter, dexamethasone, overnight. activation, % at 9.1 µM. 1% of 370,000 active. AID 652017; in the data active means activation above about 7.8%;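 further: 0% = vehicle wells and 100% = reference activator wells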
hgDAF12 agonist: agonists of H. glycines DAF-12 nuclear receptor; HEK293 GAL4-hgDAF12 UAS-luciferase reporter, agonist luminescence; normalized to butyrate control; 1.8% of 370,000 active; activation, % at 6.8 µM;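 active means activation above a cutoff set at the mean of all screened compounds plus 3 SD, cut at about 10% in these data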;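 further: 0% = DMSO wells and 100% = sodium butyrate wells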
ADAM10 inh: inhibitors of human ADAM10; recombinant ADAM10, EDANS/DABCYL FRET peptide cleavage, 3 h; inhibition, % at 7 µM; 0.62% of 370,000 active;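 active means inhibition above a per-campaign cutoff equal to the mean of compounds falling between control-based bounds plus 3 SD, cut at about 20% in these data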;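 further: 0% = DMSO wells while the 100% control is not disclosed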
Target sequence (O14672 214-748 limits assumed): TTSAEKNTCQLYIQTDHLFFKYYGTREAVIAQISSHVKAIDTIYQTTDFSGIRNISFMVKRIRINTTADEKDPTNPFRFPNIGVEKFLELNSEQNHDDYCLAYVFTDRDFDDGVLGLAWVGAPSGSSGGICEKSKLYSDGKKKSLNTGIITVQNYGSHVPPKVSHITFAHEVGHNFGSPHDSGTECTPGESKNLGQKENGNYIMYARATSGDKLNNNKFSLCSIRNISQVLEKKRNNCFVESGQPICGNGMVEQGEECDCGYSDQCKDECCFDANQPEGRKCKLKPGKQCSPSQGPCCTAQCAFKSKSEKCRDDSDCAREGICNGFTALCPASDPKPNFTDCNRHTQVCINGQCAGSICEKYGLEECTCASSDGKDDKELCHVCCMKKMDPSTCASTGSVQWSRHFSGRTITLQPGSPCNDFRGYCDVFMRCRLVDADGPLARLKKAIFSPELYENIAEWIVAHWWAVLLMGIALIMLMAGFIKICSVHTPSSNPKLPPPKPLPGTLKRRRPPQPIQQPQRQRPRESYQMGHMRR
DAX1 inh-2: inhibitors of DAX1 repression of SF-1 activated StAR promoter. inhibition, % at 6.8 µM. 1.1% of 370,000 active. HEK293T StAR-luciferase reporter, SF-1/DAX-1 repression relief. AID 652010;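 active means inhibition above the mean over all tested compounds plus 3 SD, cut at about 3.6% in these data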;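 further: 0% = DAX-1 cells with DMSO and 100% = cells lacking DAX-1 with DMSO; higher inhibition means more luminescence from relief of DAX-1 repression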
FXN GAA850 act: activators of GAA850 frataxin (FXN) promoter. HEK293 lucGAA850 FXN promoter luciferase reporter, 24 h; percent of 10 µM SAHA response. activation, % at 6 µM. 0.56% of 360,000 active. AID 540364;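 active means activation above the average of all compounds screened plus 3 SD, cutoff fixed separately per campaign, cut at about 7.5% in these data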;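 further: 0% = DMSO wells and 100% = 10 µM SAHA wells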
GC-B act: GC-B (human) receptor activation; P20594; activation, % at 10 µM; HEK293-GC-B cells, CNP EC30, cGMP TR-FRET; 0% at EC30 CNP, 100% saturating CNP; 0.11% of 370,000 active; AID 1920062;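 active means activation at 10 µM reaching about 35% in either raw or pattern-adjusted values, limit read from the data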
sPLA2-III inh: Blocks human group III sPLA2 activity; 0.56% of 370,000 active; QFRET BODIPY PC-A2 liposome hydrolysis, fluorescence; inhibition, % at 12.2 µM;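 active means inhibition above mean plus 3 SD of compounds lying within the high and low control bounds, cut at about 19% in these data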;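 further: 0% = median of test compound wells and 100% = no enzyme DMSO wells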
hcDAF12 agonist: activators of H. contortus DAF-12 nuclear receptor; HEK293 hcDAF-12 lit1-tk-luc reporter, luminescence; 0% DMSO, 100% Δ7-dafachronic acid; activation, % at 6.8 µM; 1.4% of 370,000 active; AID 652067;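 active means activation above the mean of all tested compounds plus 3 SD, cut at about 5.5% in these data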;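 further: 100% = response to 3 µM Δ7-dafachronic acid high control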
ssDAF12 agonist: activates DAF-12 receptor from parasite S. stercoralis; HEK293 ssDAF-12/GRIP1 lit1-tk-luc reporter, luminescence; % of 3 µM dafachronic acid response; activation, % at 6.8 µM; 1% of 370,000 active; AID 652126;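 active means activation above the mean over all tested compounds plus 3 SD, cut at about 0.9% in these data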;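 further: 0% = DMSO-only wells and 100% = 3 µM delta7-dafachronic acid wells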
* = called active by the depositor; nt = not tested or not shown. Not a hit list; about 6.6% have a hit in one of these screens.

SMILES	GC-A act	DAX1 inh-1	SMARCA2 act	hgDAF12 agonist	ADAM10 inh	DAX1 inh-2	FXN GAA850 act	GC-B act	sPLA2-III inh	hcDAF12 agonist	ssDAF12 agonist
Cc1cc(-c2ccc(C)c(S(=O)(=O)N3CCN(c4ccc([N+](=O)[O-])cc4)CC3)c2)on1	-17	-0.5	5	0.9	1	-1.8	-3.7	-9	-3	0.7	-0.8
CCOC(=O)CSCc1c(C#N)c2ccccc2n1C	-3	-1.1	-3	-1.0	11	0.2	2.0	-2	2	-0.6	-0.8
O=C(COc1ccccc1)N1CCCCCCC1	2	1.3	-1	-2.0	-6	-0.2	1.5	7	-3	-3.5	-0.8
CC(=O)c1c(C)[nH]c(C(=O)OC(C)C(=O)NC2CCCCC2)c1C (centres undefined)	-2	0.2	0	-1.1	3	-0.6	-0.8	-4	2	-1.3	-0.4
COc1ccccc1NC(=O)CC1Nc2ccccc2NC1=O (centres undefined)	-6	-1.2	1	-0.3	-61	-0.9	-0.9	-7	-28	3.4	0.7
COc1cccc(C(C(=O)NCC2CCCO2)N(C(=O)Cn2nnc3ccccc32)c2ccc(NC(C)=O)cc2)c1 (centres undefined)	-2	0.2	-3	2.5	-1	0.2	0.3	-2	0	-1.2	-1.0
COc1ccc(CCNC(=O)COC(=O)Cc2cccc3ccccc23)cc1	-4	0.4	-3	-0.2	-4	0.4	-2.0	0	-5	1.8	-0.9
CC1Oc2ccccc2N(CC(=O)Nc2ccc3c(c2)OCO3)C1=O (centres undefined)	-1	-0.7	-4	-0.9	9	-0.8	-2.0	0	-3	-0.1	-1.3
O=S(=O)(NCc1ccc(F)cc1)c1ccc(-n2cnnn2)cc1	3	0.2	-1	2.4	2	0.3	-0.3	3	-2	-1.3	-1.0
CCN(CC)C(=O)n1nc(C)c(CN2C(=O)c3ccccc3C2=O)c1C	4	-0.6	0	0.9	-7	-0.6	0.5	-2	0	-0.4	-1.1
Cc1cccc(N2CN=c3s/c(=C\c4ccncc4)c(=O)n3C2)c1	-4	-0.2	0	-0.2	1	0.3	0.6	3	4	-0.6	-1.4
COc1ccc(S(=O)(=O)N2CCCC2CNC(=O)c2cccc(OC)c2)cc1 (centres undefined)	-3	-0.6	-3	-3.4	-6	0.2	0.8	-1	-4	-0.3	-0.5
CC(NC(=O)C(=O)N/N=C\c1cccc([N+](=O)[O-])c1)c1ccccc1 (centres undefined)	3	5.0*	4	0.0	0	-0.4	1.6	-14	2	0.4	-1.4
O=C1c2ccccc2C(=O)N1Cc1cc(-c2ccccc2)no1	-2	1.4	-2	0.6	3	0.1	-0.1	-4	-6	-0.8	-1.5
COc1ccc(NC2CCCN(C(=O)c3csc(C(C)C)n3)C2)cc1OC (centres undefined)	0	0.2	3	-0.8	-5	-0.6	2.4	2	0	-1.8	-0.7
CC(=O)c1ccc(-c2cccc(-c3nc4ccccn4c3NC3CCCCC3)c2)cc1	20	-2.5	2	-2.4	-10	-1.4	-3.0	22	-1	-3.1	-1.5
OCC1OC(n2cnc3c(NC4CCCC4)ncnc32)C(O)C1O (centres undefined)	4	1.8	4	-4.2	2	0.8	12*	-4	-4	-4.2	-1.5
Cc1ccc(S(=O)(=O)N2CCC(C(=O)N3CCC(C(=O)NCc4cccnc4)CC3)CC2)cc1	1	-0.7	0	-3.8	-3	0.0	2.4	6	2	-2.5	-1.4
COCCC(=O)N1CCC(n2nccc2NC(=O)c2ccccc2C)CC1	4	0.1	-2	-1.1	-6	-0.1	0.0	3	1	0.7	-1.0
COc1cc(OC)c(NC(=O)c2ccc3c(SCC(=O)O)c4c(nc3c2)CCCC4)cc1Cl	-7	2.6	-3	-1.0	2	0.2	-0.1	-8	-3	-2.3	-1.5
Oc1cc2c(cc1CN1CCN(c3cccc(C(F)(F)F)c3)CC1)CCC2	2	-0.8	-2	-0.8	0	-0.8	0.1	2	0	-1.9	-0.7
CC(=O)c1ccc(-c2cccc([C@H]3[C@@H]4C=CC[C@@H](C)[C@@H]4C(=O)N3Cc3ccccc3)c2)cc1	-21	0.1	-6	4.7	-4	0.4	1.2	-10	-6	-2.3	-2.0
CC(C)Cc1ccc(C(C)C(=O)Nc2ccccc2O)cc1 (centres undefined)	2	-4.3	-6	-7.9	12	-2.8	-3.3	-4	-70	-4.4	-2.5
COc1ccc(-c2csc(N(CCCN(C)C)C(=O)c3ccc(OC)c(OC)c3)n2)cc1	-16	-0.3	-2	2.0	0	1.8	-0.5	-8	3	0.1	-1.3
Clc1ccc(OCCn2ccnc2)c(Br)c1	28	-0.1	1	-0.3	0	0.4	0.3	28	-24	-0.3	-1.3
COc1ccc(C(=O)NN=C(Cc2ccccc2)Cc2ccccc2)cc1OC	5	-0.3	-3	1.4	6	-0.7	0.1	1	6	-2.1	0.3
Cc1ccc(C(=O)CCS(=O)(=O)c2ccc(Cl)cc2)cc1	52*	-0.4	-1	-0.8	2	-0.1	0.9	-10	6	0.3	-1.1
COc1ccc(N2CC(C(=O)OCC(=O)Nc3cccc(C)c3)CC2=O)cc1 (centres undefined)	0	-0.4	-4	-1.4	-1	-0.3	-3.8	-5	-1	-0.5	-1.0
CCOC(=O)Cn1nc(C)c(NC(=O)COc2ccc(C)c(C)c2)c1C	1	0.4	7	-1.4	7	0.1	2.1	10	2	-2.3	-1.5
COc1cccc(NC(=O)C2CCCN2C(=O)OCc2ccccc2)c1 (centres undefined)	2	0.8	0	-1.9	-3	-0.7	1.8	-2	0	-1.2	-1.2
Cc1ccc(C(=O)Nc2ccccc2[N+](=O)[O-])cc1S(=O)(=O)N1CCOCC1	-4	-0.4	1	-0.1	0	-0.8	0.3	-1	-1	-2.3	-1.1
CN(C)c1ccc(NC(=S)NC(=O)/C=C/c2ccc(Cl)cc2)cc1	3	-0.2	5	4.2	10	0.6	5.1	-7	4	1.5	-0.7
O=C(N/C(=C/c1cccc([N+](=O)[O-])c1)C(=O)N1CCCCCC1)c1ccco1	0	0.5	-3	-1.2	-2	0.5	0.1	-3	9	-0.6	-0.9
Cc1ccc(S(=O)(=O)N2CCN(C(=O)C3CCCO3)CC2)cc1 (centres undefined)	-2	0.6	-1	2.8	7	1.5	-1.5	-2	8	0.3	-1.4
CCCCN(S(=O)(=O)c1ccccc1)S(=O)(=O)c1ccccc1	-2	-1.3	-4	-0.6	-2	-0.2	-0.1	-3	-6	2.5	0.0
S=c1[nH]nc(-c2ccncc2)n1/N=C/c1cccc2ccccc12	7	nt	1	-0.4	-2	-0.2	nt	-1	-2	-1.1	-0.3
Cc1ccc(NC(=O)c2oc(=O)c3ccccc3c2-c2ccccc2)c(C)c1	-19	-1.3	1	2.6	5	0.1	-0.3	-3	-4	0.1	-0.4
COc1ccc(-n2c(=S)[nH]c3cc(C(=O)NCc4cccnc4)ccc3c2=O)c(OC)c1	-5	0.0	1	0.1	1	-0.1	1.8	3	5	-1.2	-0.9
CCN(CC)S(=O)(=O)c1ccc2nnn(O)c2c1	0	0.5	-3	3.5	6	0.4	-0.3	11	-2	0.1	-1.2
CC(NC(=O)CN(c1ccc(F)cc1)S(C)(=O)=O)c1ccccc1 (centres undefined)	0	-1.0	-3	2.0	1	-0.3	-1.5	3	1	0.1	-1.4
O=C(O)c1nn2c(c1Br)NC(c1ccccc1)CC2C(F)(F)F (centres undefined)	-1	1.1	-2	-0.3	-16	0.6	-1.2	-2	5	-0.6	-1.3
CCOc1cc(/C=C2\COc3ccccc3C2=O)ccc1OCC(=O)N(C)C	7	-2.3	-1	-1.4	-4	-1.4	-0.5	-4	-5	-2.7	-1.9
Clc1cc(NC2CCCCC2)ncn1	-2	2.1	0	-0.1	5	-0.4	2.1	0	6	-2.7	-1.0
CCN(CC)c1ccc(C(=S)NCc2ccccc2)cc1	-3	7.3*	-3	-1.6	7	0.4	3.4	-1	4	-2.4	-1.4
Cc1ccc(S(=O)(=O)Nc2ccccc2F)cc1C(=O)OC(C)C(=O)N1CCOCC1 (centres undefined)	-2	1.0	-2	-1.4	-2	-1.5	-1.3	1	-4	-0.3	-1.2

Brought forward from above: 4 compounds, followed by the next part.
SMILES	GC-A act	DAX1 inh-1	SMARCA2 act	hgDAF12 agonist	ADAM10 inh	DAX1 inh-2	FXN GAA850 act	GC-B act	sPLA2-III inh	hcDAF12 agonist	ssDAF12 agonist
CCOc1cc(/C=C2\COc3ccccc3C2=O)ccc1OCC(=O)N(C)C	7	-2.3	-1	-1.4	-4	-1.4	-0.5	-4	-5	-2.7	-1.9
Clc1cc(NC2CCCCC2)ncn1	-2	2.1	0	-0.1	5	-0.4	2.1	0	6	-2.7	-1.0
CCN(CC)c1ccc(C(=S)NCc2ccccc2)cc1	-3	7.3*	-3	-1.6	7	0.4	3.4	-1	4	-2.4	-1.4
Cc1ccc(S(=O)(=O)Nc2ccccc2F)cc1C(=O)OC(C)C(=O)N1CCOCC1 (centres undefined)	-2	1.0	-2	-1.4	-2	-1.5	-1.3	1	-4	-0.3	-1.2
CC1(C)CC(=O)c2c(O)c(-c3ccccc3)c(=O)n(-c3ccccc3)c2C1	-1	-0.5	4	0.6	-4	-0.1	-0.1	6	-5	-2.0	-1.2
Cc1nn(C(C)C(=O)NCc2cccs2)c(C)c1[N+](=O)[O-] (centres undefined)	2	1.6	0	-2.0	1	0.5	1.5	0	-1	0.2	-1.6
O=C(COC(=O)C1(c2ccc(Cl)cc2)CCCC1)NC1CCS(=O)(=O)C1 (centres undefined)	-3	-0.1	-2	-1.2	6	-0.2	-0.3	-4	-12	-3.2	-1.4
CC(C)N1CCN(S(=O)(=O)c2ccccc2)CC1	-1	2.5	4	-0.1	1	0.5	0.1	3	4	-2.8	-1.3
O=Nc1c(O)n(Cc2ccccc2)c2ccccc12	-3	-0.5	-2	-0.5	-4	-0.9	-0.8	2	-62	-2.7	-1.3
COc1nc(-c2ccc(C)cc2)ccc1-c1noc(-c2ccco2)n1	-3	0.8	0	1.9	-40	-0.6	3.2	-7	-3	0.0	-1.1
CCOC(=O)c1[nH]nc(C(=O)c2ccc(Br)cc2)c1O	-3	-0.5	-2	4.6	-11	0.8	1.2	-7	-5	-1.3	-0.7
O=C(NCc1cnn(-c2ccc(F)cc2)c1)C1CCC(=O)N(C2CC2)C1 (centres undefined)	0	-0.4	-1	2.2	-13	-0.8	0.3	3	0	0.3	-1.2
CCOc1ccc(NC(=O)C2CC(=O)OC2c2ccccc2)cc1 (centres undefined)	-4	1.3	-2	5.8	-3	0.1	0.4	0	2	-1.0	-0.5
Cc1ccc(NC(=O)CSc2ncccn2)cc1F	3	5.7*	4	1.6	8	-1.4	3.4	-2	-1	-0.6	-1.6
CCSC1=C(C#N)C(c2ccc(Cl)cc2)C2=C(CCCC2=O)N1 (centres undefined)	-2	-1.1	-6	-2.9	-41	-1.0	0.2	4	-5	-1.8	-1.0
